# Compound activity (PubChem BioAssay)
# PLK1 PBD block – PLK1 (human) polo-box domain binding inhibition | 360,000 compounds, 2.8% hits | Plk1 PBD binding of FITC phosphopeptide, fluorescence polarization | AID 720504 | P53350 | Potency, µM, without a hit: max response, negative = inhibition, usual class: inhibitors; further: potency means the concentration at half of the fitted maximal effect; series mostly up to about 57 µM; on the % scale 0 is the no-effect control and ±100 the full control effect; nearly all actives have a fitted effect of over 65% in size
# EPAC1 agonist – agonists of human EPAC1 | EPAC1 agonist qHTS, biochemical assay; response scale: 100% = response to 6.5 mM cAMP | Potency, µM (top dose mostly 154 µM), inactives show at the top dose activation, most hits filed as activators | O95398 | 360,000 compounds, 0.073% hits; further: potency means the concentration at half of the fitted maximal effect; nearly all actives have a fitted effect of over 60% in size
#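 Read-out is the fluorescence drop as BODIPY-GDP leaves Rap1B (480 nm excitation, 540 nm emission), recorded every 5 minutes over 30 minutes. Reactions held 100 nM EPAC1, 250 nM Rap1B–BODIPY-GDP and 50 uM GDP, with 6.5 mM cAMP setting full activation.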
# WRN inhibitor – inhibitors of human WRN helicase | WRN helicase unwinding, fluorescent forked duplex, kinetic | 360,000 compounds, 0.46% hits | Q14191 | AID 651768 | Potency, µM (highest dose often 114 µM), without a hit: at the top dose activity change, negative = inhibition, usual class: inhibitors; further: potency means the concentration at half of the fitted maximal effect; on the % scale 0 is the no-effect control and ±100 the full control effect; nearly all actives have a fitted effect of over 55% in size
#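 Enzyme (20 nM final) and test compound sit together 15 min at room temperature before substrate addition. Substrate is a single-forked duplex oligonucleotide (100 nM) labelled with fluorophore and quencher, with 2 mM ATP; helicase unwinding raises red fluorescence, read kinetically.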
# EPAC1 antag – antagonists of human EPAC1. Potency, µM (top dose mostly 115 µM), for inactives: at the top dose activity change, negative = inhibition, usual class: inhibitors. EPAC1 GEF assay, Rap1b-BODIPY-GDP exchange fluorescence. 360,000 compounds, 0.14% hits. O95398;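 further: potency means the concentration at half of the fitted maximal effect; plate controls were vehicle for no effect and positive control for full effect; nearly all actives have a fitted effect of over 50% in size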
# PI5P4K alpha inh – PI5P4K alpha (human) kinase inhibition. 330,000 compounds, 1.2% hits. max response, %. PI5P4Kalpha enzyme, ADP-Glo luminescence, 60 min; stronger effect = lower value; active means max response of -50% or lower; inconclusive means between -30% and -50%; inactive means -30% or higher; further: value at the top dose of about 77 µM; on the % scale 0 is the no-effect control and ±100 the full control effect
#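 Single end-point luminescence (ADP-Glo) quantified ADP from PI5P4Kalpha turnover; ATP 5 microM final, 1 h at RT, 0.1% CHAPS and 0.28 mM EGTA in HEPES pH 7.4.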
# CCT modulator – modulators of cytosolic chaperonin (CCT/TRiC) activity; purified chaperonin ATPase assay, HTRF ADP detection, 30 min; activity change, % (test concentration not listed), hits read low; 360,000 compounds, 0.3% hits; in the data active means activity change below about -30%; further: on the % scale 0 is the no-effect control and ±100 the full control effect
#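 ATPase activity: ADP formed was measured by HTRF Transcreener (665/615 nm ratio) after 30 min at 37 deg C with 10 uM ATP. Compounds screened at one 76 uM concentration against 40 or 20 nM TRiC in Tris pH 7.4/KCl/MgCl2/DTT buffer.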
# IL2 activator – IL-2 activation. activation, % (series mostly up to about 46 µM). 360,000 compounds, 0.065% hits. IL-2 activation reporter assay, cell-based qHTS; stimulated with anti-CD3/CD4/CD28 beads; in transgenic mouse T cells; in the data active means activation above about 50%; inconclusive means mostly about 30% to 49%; further: 0% is about no effect
#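 Unstimulated transgenic mouse T cells, 750 per well, received compound and, after 60 minutes, anti-CD3/anti-CD4 bead plus anti-CD28 stimulation. EGFP and DsRed were quantified after 18 hours.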
# EPAC2 ag – activates human EPAC2 exchange factor; EPAC2 activation, biochemical qHTS; response scale: 100% = 6.5 mM cAMP response; Q8WZA2; 360,000 compounds, 0.079% hits; Potency, µM (doses to about 154 µM), inactives show at the top dose activation, most hits filed as activators; further: potency means the concentration at half of the fitted maximal effect; nearly all actives have a fitted effect of over 50% in size
#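 Readout is BODIPY fluorescence (480 nm excitation, 540 nm emission), which falls as labeled GDP is exchanged off Rap1B. EPAC2 at 100 nM acted on 250 nM RAP1B-BODIPY-GDP with 50 uM GDP present.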
# An asterisk follows results filed as active; ? = inconclusive; . = no result given; [ ] = another dose, or the depositor's remark. Unless noted, the call rests on the fitted dose curve; in most records, active means well fitted curve in the direction sought with a large enough effect; inconclusive means small, poorly fitted or top-dose-only effect, or another doubt; inactive means no such curve, though single readings can be large; an effect the other way counts as inactive or inconclusive. Not all compounds are listed; rates above refer to the full screens.
# Each structure is followed by: PLK1 PBD block	EPAC1 agonist	WRN inhibitor	EPAC1 antag	PI5P4K alpha inh	CCT modulator	IL2 activator	EPAC2 ag
> CCc1noc(C)c1C(=O)OCC(=O)N1CCc2ccccc21
→ -20%	-2%	6%	-18%	1	1.0	0.0	6%
> CCOC(=O)CSc1nc2c(sc(=S)n2-c2ccc(CC)cc2)c(=O)[nH]1
→ -25%	-17%	-7%	0%	-13	-0.6	-0.1	-2%
> CC(=O)N1CCOC12CCN(Cc1ccccc1)CC2
→ -4%	9%	4%	12%	-1	-1.7	2.6	8%
> C=CCn1c(CCc2ccccc2)nnc1SCC(=O)OC
→ -5%	6%	-2%	-6%	-12	-1.4	-1.8	7%
> CC(=O)c1ccc(NC(=O)C2CCCN2S(=O)(=O)c2cccs2)cc1 (stereo unspecified)
→ 3%	3%	11%	3%	3	-2.3	8.3	7%
> CC(=O)NC(=S)Nc1ccccc1C(=O)Nc1ccccc1
→ -11%	10%	-27%	2%	-4	-0.2	-0.7	11%
> O=C(CN1C(=O)NC2(CCCC2)C1=O)N1CCN(S(=O)(=O)c2cccc(F)c2)CC1
→ 2%	12%	-3%	2%	12	1.2	-0.5	0%
> COc1ccc(CNc2nc(-c3ccccc3)nn2C(=O)c2ccc([N+](=O)[O-])cc2)cc1
→ -11%	6%	-34%[57.1 µM]	-23%	-2	-2.5	-0.9	3%
> COc1cc(CN2CCC(C(=O)NC3CCCC3)CC2)cc(OC)c1O
→ -5%	4%	9%	6%	-7	-0.8	-0.1	4%
> CCc1cc[n+](-c2nc([O-])sc2C=O)cc1
→ ?	24%	-19%	8%	-12	0.5	1.5	-8%
> CCOC(=O)c1ccc(NC(=O)Oc2ccccc2)cc1
→ -21%	6%	-5%	-6%	1	-3.0	-2.2	5%
> N#CCCCSc1nnc(-c2ccc(Cl)cc2)n1-c1ccccc1
→ 3%	3%	-6%	-1%	.	-9.8	-1.9	7%
> CCOC(=O)C1CCN(C(=O)COc2ccc(S(=O)(=O)NC(C)(C)C)cc2)CC1
→ -11%	6%	-9%	-2%	0	-2.3	-0.9	3%
> CCN(CC)CC(=O)N1c2ccccc2Sc2ccccc21
→ 3%	-1%	2%	4%	-1	-0.7	-1.3	-2%
> Cc1ccc(S(=O)(=O)N(Cc2cccnc2)Cc2cc3ccccc3[nH]c2=O)cc1
→ 0%	-5%	-1%	0%	-1	0.6	0.4	0%
> CCOc1ccc(N(C)C(=O)CCc2nnc3ccc(NCc4ccco4)nn23)cc1
→ ?	5%	0%	3%	-8	-0.5	-0.5	7%
> COc1ccc(Oc2ccc(C(F)(F)F)cc2NC(=O)CC(CC(=O)O)c2ccccc2)cc1 (stereo unspecified)
→ -3%	-19%	-9%	-26%	11	-0.3	-0.7	1%
> CC(C)(C)N(NC(=O)OCc1ccccc1)C(=O)c1ccccc1Cl
→ 0%	-4%	-1%[11.6 µM]	1%	-3	0.7	-2.9	6%
> Cc1ccccc1-n1c(SCC(=O)N/N=C/c2c(C)nn(-c3ccccc3)c2C)nc2ccccc2c1=O
→ 0%	-5%	-9%	-11%	9	0.1	-5.1	5%
> COc1ccccc1-c1ccc(/C=N/O)o1
→ 1%	4%	3%	3%	-5	-1.6	-2.0	1%
> CCOc1ccc(NS(=O)(=O)c2ccc(C(=O)NCC(c3ccco3)N(C)C)cc2)cc1 (stereo unspecified)
→ 4%	-7%	1%	1%	-14	-2.0	-1.3	2%
> CN1CCN(c2nc(-c3ccncc3)nc3ccccc23)CC1
→ -2%	0%	-9%	-4%	3	-1.5	0.2	10%
> Cc1nc2cc(NS(=O)(=O)c3c(C)c(C)cc(C)c3C)ccc2s1
→ -11%	14%	-8%	-22%	-2	-2.2	-1.4	14%
> O=C1C2CCCN2C(=O)N1CCCN1CCN(c2ccc([N+](=O)[O-])cc2)CC1 (stereo unspecified)
→ -6%	-4%	-6%	-8%	4	-1.8	-0.1	-5%
> CCN(CC)S(=O)(=O)c1ccc(N2CCOCC2)c(NC(=O)Cc2cccc3ccccc23)c1
→ 0%	8%	-9%	-4%	11	-4.0	-3.1	-1%
> CCOC(=O)C1CCCN(S(=O)(=O)c2ccc(S(=O)(=O)N3CCCC3)cc2)C1 (stereo unspecified)
→ -2%	-19%	6%	9%	3	2.6	-2.5	-12%
> O=[N+]([O-])c1cccc(S(=O)(=O)N2CCC(c3nc(-c4ccncc4)no3)CC2)c1
→ 0%	4%	-1%	18%	.	-3.3	-2.1	2%
> Cc1c(C(=O)C(=O)N2CCN(C)CC2)c2ccccc2n1C
→ -8%	5%	-4%	-2%	-6	-12	-0.3	8%
> O=C(COC(=O)Cc1ccccc1F)Nc1ccc2c(c1)OCO2
→ -13%	-2%	4%	-7%	-19	-1.2	1.8	12%
> Cc1cccc(NC(=S)NC2CC3CCCC(C2)N3CC(C)C)c1 (stereo unspecified)
→ -10%	-2%	8%	13%	0	0.7	-2.5	-2%
> COc1ccc(Cl)cc1NS(=O)(=O)c1ccc(S(=O)(=O)N2CCCC2)cc1
→ -17%	6%	-12%	6%	.	0.2	-2.7	16%
> COc1ccc(Cc2noc(CN3CCCN(Cc4ccc(F)cc4)CC3)n2)cc1OC
→ -9%	-3%	-1%	-21%	-5	0.7	-1.3	5%
> CC1CCN(CCC(=O)Nc2ccc(F)c(F)c2)CC1
→ -11%	15%	5%	-7%	-3	-1.3	2.6	5%
> COc1cc(OC)c(OC)cc1NC(=O)CC1COc2ccccc2O1 (stereo unspecified)
→ 0%	0%	0%	-22%	.	0.0	-2.4	1%
> Cc1cc2nc(C(C)(C)C)c(Cc3cccc(Cl)c3)n2c(C)c1Br
→ -9%	10%	-1%	-5%	5	-0.4	1.4	18%
> COc1ccc(C(C(=O)NCC2CCCO2)N(Cc2cccs2)C(=O)c2snc(C(N)=O)c2N)cc1OC (stereo unspecified)
→ -15%	1%	-2%	?	3	-1.0	-1.7	9%
> CCCCCCSc1ccc([C@H]2N[C@@](C)(C(=O)OC)[C@H]3C(=O)N(C)C(=O)[C@@H]23)cc1
→ -15%	-17%	-6%	-15%	14	-1.0	-0.5	-4%
> Cc1ccc(Sc2ncccc2[N+](=O)[O-])cc1
→ -5%	2%	7%	-8%	-1	1.7	1.0	20%
> COc1ccccc1NC(=O)c1ccc([N+](=O)[O-])cc1[N+](=O)[O-]
→ -3%	-9%	-7%[57.1 µM]	-2%	-2	4.7	-0.9	6%
> Nc1ccc(C(=O)N2CCN(S(=O)(=O)c3ccc(Br)cc3)CC2)cc1[N+](=O)[O-]
→ 3%	2%	-6%	1%	6	0.4	1.3	0%
> COc1ccc(C2=NN(CC(=O)NCc3ccco3)C(=O)CC2)cc1
→ -1%	1%	-4%	-3%	3	0.2	-3.4	-4%
> O=C(NN=C1CCCC1)c1cc(-c2ccccc2)n[nH]1
→ -12%	-6%	-28%	-20%	5	-2.7	-0.2	9%
> Cc1cc(C)nc(NS(=O)(=O)c2ccc(NC(=O)CSc3nc4ccccc4[nH]3)cc2)n1
→ -15%	-11%	-30%	-18%	-13	2.2	-0.4	8%
> Cc1cc(C)n(C(=O)c2ccc(Cl)c(F)c2F)n1
→ -10%	-1%	1%	-5%	6	-2.1	-4.0	9%
> CCN(CC)c1ccc(/C=N/NC(=O)c2cccc(S(=O)(=O)Nc3ccccc3OC)c2)cc1
→ 12%	12%	-3%	7%	1	-0.9	-0.5	11%
> Cc1cc(NS(=O)(=O)c2ccc(NC(=O)COc3ccccc3Cl)cc2)no1
→ -18%	0%	-1%	-9%	0	0.3	-1.9	-2%
> O=C(CCS(=O)(=O)c1ccc(Br)cc1)N1CCN(c2ccccc2)CC1
→ -8%	0%	-3%	5%	5	-1.2	-2.9	1%
> Cc1ccccc1CN1CCN(C(C)C(=O)NNC(=O)c2ccc(F)cc2)CC1 (stereo unspecified)
→ -2%	-7%	8%	37%[activator]	0	2.3	-0.1	2%
> c1ccc(CC2CCN(c3nnnn3-c3ccccc3)CC2)cc1
→ ?	15%	0%	?	0	-1.7	-1.3	1%
> C/C(=N/NC(=O)c1cnccn1)c1cccs1
→ -7%	4%	-28%[57.1 µM]	-6%	-9	-0.6	3.5	10%
> N/C(Cc1ccc(Cl)cc1Cl)=N\OC(=O)c1cccs1
→ -7%	10%	8%	7%	0	0.1	2.4	7%
> COc1ccc(CCNC(=O)c2ccc(-c3ccc([N+](=O)[O-])cc3Cl)o2)cc1OC
→ -10%	16%	?	-3%	8	-3.3	1.1	13%
> O=C(CCc1ccccc1)NNC(=O)c1ccccn1
→ -3%	11%	-7%	-16%	0	-1.0	-0.1	5%
> CCN1CCC[C@H]1CNC(=O)c1c(OC)ccc(Br)c1OC
→ -3%	4%	-1%	4%	-1	-1.1	0.1	-1%
> NC[C@H](Cc1ccccc1)NCCCCC1CCCCC1
→ -2%	-9%	1%	5%	-5	0.9	1.5	7%
> CN(CC(=O)Nc1ccc(Cl)c(Cl)c1)C(=O)C1CCCC1
→ -13%	-8%	4%	-13%	-3	-2.1	0.2	12%
> COc1ccc(/C=C2\CCC(C3CCCC3)C2=O)c(OC)c1OC (stereo unspecified)
→ -21%	-1%	5%[57.1 µM]	-17%	1	0.2	-3.6	3%
> CCC(=O)NC(Nc1sc2c(c1C(=O)OC)CCN(C)C2)(C(F)(F)F)C(F)(F)F
→ -3%	0%	-1%	0%	4	-0.5	-0.4	4%
> CC1(C)CC(=O)C2=C(C1)Nc1ncnn1C2c1ccccn1 (stereo unspecified)
→ -7%	0%	-5%	-4%	3	-0.5	0.1	0%
> COc1ccc(C(=O)Nc2nc(N3C(=O)c4ccccc4C3=O)n(-c3ccccc3)n2)cc1
→ -6%	-5%	4%	-6%	-5	0.0	-2.5	5%
> CCOC(=O)Cc1csc(NS(=O)(=O)c2ccc(F)cc2)n1
→ 21µM*	2%	5%	3%	-27	1.1	-1.8	-1%
> CN(C)/C=C/C(=O)c1ccc(F)cc1
→ 1%	3%	-4%	3%	.	-2.9	-2.4	-2%
> COC(=O)/C(C#N)=C/c1ccc(C)o1
→ 1%	1%	-1%	1%	-5	1.0	-0.6	2%

# Another view of some results above:
structure	PLK1 PBD block	EPAC1 agonist	WRN inhibitor	EPAC1 antag	PI5P4K alpha inh	CCT modulator	IL2 activator	EPAC2 ag
COc1ccccc1-c1ccc(/C=N/O)o1	1%	4%	3%	3%	-5	-1.6	-2.0	1%
CN(C)/C=C/C(=O)c1ccc(F)cc1	1%	3%	-4%	3%	.	-2.9	-2.4	-2%
